CCT chaperon mod = High-Throughput Screening for Modulators of Cytosolic Chaperonin Activity; activity change, % (test concentration not listed), hits read low; AID 651819, 2012; purified chaperonin ATPase assay, HTRF ADP detection, 30 min; 360,000 tested, 0.3% active; in the data active = activity change below about -30%; also: % is scaled to controls: 0 for no effect and ±100 for the full control effect
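Nucleotide hydrolysis assay: TRiC at 20–40 nM final (set by batch activity) with 10 uM ATP, 30 min at 37 °C, in presence of 76 uM compound. Detection by competitive ADP HTRF, 30 min ambient.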
HepG2 viability = qHTS for Inhibitors of TGF-b: Cytotox Counterscreen; Potency, µM (titrated, usually from 46.1 µM), without a hit: at the top dose activity change, negative = cytotoxicity, usual class: cytotoxic; HepG2 CAGA-GFP viability, ATP luminescence, 18 h; 410,000 tested, 0.76% active; also: potency is read from the fitted curve at half-maximal effect; some results filed as inactive show a strong effect at the top dose
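HepG2 CAGA-GFP cells (1000/well, DMEM with 1% FBS) received compound, then TGF-beta at 500 pg/mL final, and were incubated 18 hours at 37 degrees C. Viability was read by CellTiter-Glo luminescence. Media-only wells were set as complete cell-killing and DMSO as no toxicity.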
Nrf2 block = Nrf2 qHTS screen for inhibitors; A549 ARE-Fluc reporter, luciferase luminescence, 18-24 h; Potency, µM (series often up to 46 µM), for the others: top-dose activity change, negative = inhibition, hits mostly inhibitors; 360,000 tested, 2.1% active; AID 504444, 2011; also: potency is read from the fitted curve at half-maximal effect; % is scaled to controls: 0 for no effect and ±100 for the full control effect; nearly all actives have a fitted effect of over 60% in size
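Nrf2 activity is the BugLite luminescence, read 15 min after reagent at room temperature, following CellTiter-Fluor cytotoxicity readout (30 min, 37C). Compound titrations were applied for 18-24 h to 5000 A549 ARE_Fluc cells/well in 5% FBS OPTI-MEM.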
Nrf2 ARE act = qHTS of Nrf2 Activators; AREc32 ARE-luciferase reporter (MCF7-derived line), luminescence, 24 h; Potency, µM (top dose mostly 46.1 µM), without a hit: at the highest dose activation, usual class: activators; 410,000 tested, 0.31% active; AID 624171, 2012; also: potency is read from the fitted curve at half-maximal effect; % of control where 0% means no effect; nearly all actives have a fitted effect of over 65% in size
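Luminescent ARE reporter assay in AREc32_Fluc cells: overnight plating at 37 deg C, 24 hr compound incubation, Steady-Glo added, 30 min RT before reading.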
A549 tox = Nrf2 qHTS screen for inhibitors: counterscreen for cytotoxicity | A549 ARE-Fluc cells, CellTiter-Fluor viability, 18-24 h | AID 504648, 2011 | Potency, µM (highest dose often 46 µM), without a hit: top-dose activity change, negative = cytotoxicity, most hits filed as inhibitors | 390,000 tested, 0.16% active; also: potency is read from the fitted curve at half-maximal effect; % is scaled to controls: 0 for no effect and ±100 for the full control effect
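Cytotoxicity counterscreen: CellTiter-Fluor fluorescence was measured in A549 ARE_Fluc cells after 18-24 h of compound exposure in a concentration series. The subsequent BugLite luminescent read reports ARE-luciferase activity.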
pAkt inh = HTS Assay for Inhibitors of Akt Phophorylation: Primary Screen; Neuro2A IGF-stimulated pAkt S473 HTRF, 20 min; stronger effect = lower value; activity change, % for hits at 50 µM; 360,000 tested, 0.32% active; AID 651550, 2012; in the data active = activity change below about -80%; inconclusive = mostly about -51% to -80%; also: % is scaled to controls: 0 for no effect and ±100 for the full control effect
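Single-point screen (50 µM final compound) in Neuro2A cells stimulated 20 min with 6 nM IGF at 37 deg C. After lysis, Ser473-phosphorylated Akt read by HTRF (ex 330 nm, em 615/665 nm) as the 665/615 ratio.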
TGFb SMAD3 inh = qHTS for Inhibitors of TGF-b | HepG2 CAGA-GFP TGF-b/SMAD3 reporter, GFP fluorescence, 18 h; TGF-beta stimulated, 500 pg/mL final | Potency, µM (series often up to 46.1 µM), for inactives: top-dose activity, negative = inhibition, usual class: inhibitors | 410,000 tested, 1.2% active | AID 588855, 2011; also: potency is read from the fitted curve at half-maximal effect; % is scaled to controls: 0 for no effect and ±100 for the full control effect; nearly all actives have a fitted effect of over 65% in size
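Inhibition was scored as loss of TGF-beta-induced (500 pg/mL final, 18 hours, 37 degrees C) GFP in HEPG2 cells carrying a CAGA-GFP reporter, in DMEM with 1% FBS. Well GFP was summed per cell; Activity was normalised to unstimulated and stimulated DMSO wells, then concentration-response fitting.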
MmCpn inh = Inhibitors of TCP-1 ring complex (TRiC) of Methanococcus maripaludis (MmCpn): qHTS; purified Mm-Cpn ATPase, ADP Transcreener TR-FRET; 330,000 tested, 0.031% active; AID 504842, 2011; Potency, µM (highest dose often 76.9 µM), for the others: at the highest dose activity, negative = inhibition, usual class: inhibitors; Chaperonin Mm-Cpn (Methanococcus maripaludis); also: potency is read from the fitted curve at half-maximal effect; % is scaled to controls: 0 for no effect and ±100 for the full control effect; nearly all actives have a fitted effect of over 80% in size
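Eu-cryptate anti-ADP/ADP-d2 competition gives a ratio inversely related to ADP. Enzyme at 25 nM was pre-exposed to compound for 10 min, then given 10 uM ATP for 30 min, 37°C throughout.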
Abeta yeast res = qHTS for compounds that reverse cellular toxicity of Amyloid beta (A-beta) peptide in yeast: Primary Screen. yeast expressing A-beta42, growth rescue, OD600, 48 h; response scale: 0% DMSO, 100% iron-clioquinol control. Potency, µM (top dose mostly 46.1 µM), for the others: at the highest dose growth rescue, most hits filed as activators. 410,000 tested, 0.063% active. AID 1347071, 2019; also: potency is read from the fitted curve at half-maximal effect; nearly all actives have a fitted effect of over 55% in size
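Growth rescue measured by 600 nm absorbance after 48 h yeast culture at 30 C with compound. Values normalized between DMSO and an equimolar ferric chloride plus clioquinol control.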
An asterisk follows results filed as active. Unless noted, calls follow the shape of the dose curve; as a rule, active = well fitted curve in the direction sought with a large enough effect; inconclusive = small, poorly fitted or top-dose-only effect, or another doubt; inactive = no such curve, though single readings can be large; an effect the other way counts as inactive or inconclusive.

For C/C(N)=C(/C#N)C(=O)CSc1nc2ccccc2[nH]1 the results were CCT chaperon mod -2.0, HepG2 viability -29%, Nrf2 block inconclusive, Nrf2 ARE act 2.4%, A549 tox -11%, pAkt inh inactive, TGFb SMAD3 inh 20%, MmCpn inh -1% and Abeta yeast res -6%.
CCOc1ccccc1N(CC(=O)Nc1ccc2c(c1)OCCO2)S(C)(=O)=O was read as CCT chaperon mod 0.3, HepG2 viability -4%, Nrf2 block 8%, Nrf2 ARE act -0.9%, A549 tox -5%, pAkt inh inactive, TGFb SMAD3 inh -5%, MmCpn inh 1% and Abeta yeast res 35%.
`CCOc1ccc(OCCSc2nc(C)cc(=O)[nH]2)cc1` gave CCT chaperon mod 0.1, HepG2 viability -1%, Nrf2 block inconclusive, Nrf2 ARE act 3.4%, A549 tox -2%, pAkt inh inactive, TGFb SMAD3 inh 13%, MmCpn inh 2% and Abeta yeast res -14%.
Screening Cc1cc(Br)c2[nH]c3c(c2c1)CCCC3=O returned CCT chaperon mod -1.1, HepG2 viability -9%, Nrf2 ARE act 1.0%, A549 tox 5%, pAkt inh inactive, TGFb SMAD3 inh 5%, MmCpn inh 1% and Abeta yeast res -4%.
Cc1[nH]c2ccccc2c1/C=C(\C#N)C(=O)NCC1CCCO1 (stereo not given) was read as CCT chaperon mod 1.2, HepG2 viability 20%, Nrf2 block -13%, Nrf2 ARE act 4.0%, A549 tox inconclusive, pAkt inh inactive, TGFb SMAD3 inh 0%, MmCpn inh 1% and Abeta yeast res 11%.
CN1C(C(=O)c2ccccc2)=C(NC(=O)c2ccc(F)cc2)c2ccccc2S1(=O)=O was read as HepG2 viability -3%, Nrf2 block inconclusive, Nrf2 ARE act 0.7%, A549 tox -3%, TGFb SMAD3 inh -3% and Abeta yeast res -7%.
For CSc1nc(Sc2ccccc2)c2ccccc2n1 the results were CCT chaperon mod -3.0, HepG2 viability -33%, Nrf2 block -24%, Nrf2 ARE act 13%, A549 tox -7%, pAkt inh inactive, TGFb SMAD3 inh -1%, MmCpn inh -17% and Abeta yeast res -6%.
Screening CCOC(=O)C1(Cc2cccc(OC)c2)CCCN(C(=O)CCN2CCCO2)C1 (stereo not given) returned CCT chaperon mod 2.3, HepG2 viability -6%, Nrf2 block inconclusive, Nrf2 ARE act 0.3%, A549 tox 0%, pAkt inh inactive, TGFb SMAD3 inh 7%, MmCpn inh 0% and Abeta yeast res 3%.
For CC(OC(=O)Cc1ccsc1)C(=O)Nc1ccc(Cl)cn1 (stereo not given) the results were CCT chaperon mod -1.8, HepG2 viability 3%, Nrf2 block 16%, Nrf2 ARE act 0.5%, A549 tox 1%, pAkt inh inactive, TGFb SMAD3 inh -10%, MmCpn inh -2% and Abeta yeast res -16%.
For O=S(=O)(Nc1cccc(CCc2ccccn2)c1)c1cc(Cl)ccc1Cl the results were CCT chaperon mod -1.1, HepG2 viability 1%, Nrf2 block -23%, Nrf2 ARE act 0.3%, A549 tox -4%, pAkt inh inactive, TGFb SMAD3 inh 7%, MmCpn inh 1% and Abeta yeast res 16%.
For NC(=O)c1ccc(N2CCC(C(N)=O)CC2)c([N+](=O)[O-])c1 the results were CCT chaperon mod -2.4, HepG2 viability 9%, Nrf2 block 5%, Nrf2 ARE act 0.1%, A549 tox 2%, pAkt inh inactive, TGFb SMAD3 inh 7%, MmCpn inh -11% and Abeta yeast res -1%.
CC(C)NC(=O)Nc1ccc2c(c1)C(=O)N([C@H](C)CO)C[C@@H](C)[C@@H](CN(C)C(=O)NC1CCCCC1)O2 was read as CCT chaperon mod -3.1, HepG2 viability 1%, Nrf2 block -11%, Nrf2 ARE act 0.1%, A549 tox -4%, pAkt inh inactive, TGFb SMAD3 inh -14%, MmCpn inh -1% and Abeta yeast res 8%.
Screening CCOc1ccc2c(C)cc(=O)oc2c1OCC returned CCT chaperon mod -2.2, HepG2 viability 3%, Nrf2 block -10%, Nrf2 ARE act -0.6%, A549 tox -11%, pAkt inh inactive, TGFb SMAD3 inh 1%, MmCpn inh -2% and Abeta yeast res -16%.
For COc1cc(C(=O)Nc2cc(-c3nc4cc(C)ccc4o3)ccc2C)cc(OC)c1OC the results were CCT chaperon mod -0.8, HepG2 viability -16%, Nrf2 block inconclusive, Nrf2 ARE act 2.8%, A549 tox inconclusive, pAkt inh inactive, TGFb SMAD3 inh -29%, MmCpn inh -8% and Abeta yeast res 7%.
COc1ccc(CNC(=O)c2ccc(Cn3c(=O)c4cccn4c4cccnc43)cc2)c(OC)c1 was read as HepG2 viability -15%, Nrf2 block 20%, Nrf2 ARE act 0.4%, A549 tox 1%, TGFb SMAD3 inh -30% and Abeta yeast res -17%.
COCCn1nnnc1C(c1ccccn1)N1CCN(c2cccc(C)c2C)CC1 (stereo not given) was read as CCT chaperon mod 0.4, HepG2 viability -13%, Nrf2 block -18%, Nrf2 ARE act 2.3%, A549 tox -3%, pAkt inh inactive, TGFb SMAD3 inh 0%, MmCpn inh 0% and Abeta yeast res 0%.
Screening CCOC(=O)c1c(N)sc(-c2ccccc2)c1C returned CCT chaperon mod -0.2, HepG2 viability -23%, Nrf2 block 7%, Nrf2 ARE act 3.3%, A549 tox -1%, pAkt inh inactive, TGFb SMAD3 inh -8%, MmCpn inh -1% and Abeta yeast res 1%.
For CCCCCCCNC(=O)C1(CC2CC(c3ccccc3)=NO2)CCN(C(=O)OC(C)(C)C)CC1 (stereo not given) the results were CCT chaperon mod -1.0, HepG2 viability -4%, Nrf2 block -14%, Nrf2 ARE act 17%, A549 tox -12%, pAkt inh inactive, TGFb SMAD3 inh -21%, MmCpn inh 1% and Abeta yeast res 26%.
For C[C@]12c3[nH]c4ccccc4c3CCN1C(=O)C(CC(=O)NCCCn1ccnc1)C[C@@H]2C(=O)N1CCCCC1 (stereo not given in full) the results were CCT chaperon mod -2.4, HepG2 viability 3%, Nrf2 block -8%, Nrf2 ARE act -0.5%, A549 tox 1%, pAkt inh inactive, TGFb SMAD3 inh 6%, MmCpn inh 2% and Abeta yeast res -13%.
For CCn1nc(C)c(CN2CCC(n3nccc3NC(=O)Cc3ccccc3)CC2)c1C the results were CCT chaperon mod -0.9, HepG2 viability 5%, Nrf2 block 8%, Nrf2 ARE act -0.3%, A549 tox 1%, pAkt inh inactive, TGFb SMAD3 inh -4%, MmCpn inh -1% and Abeta yeast res -1%.
For COc1cccc(CNC(=O)[C@@H]2CCCN2C(=O)OC(C)(C)C)c1 the results were CCT chaperon mod -1.3, Nrf2 ARE act -0.2%, pAkt inh inactive and Abeta yeast res -15%.
`O=C(O)C1CC=CCC1C(=O)NC1CCCCC1` (stereo not given) gave CCT chaperon mod -1.1, HepG2 viability -1%, Nrf2 block -1%, Nrf2 ARE act -0.8%, A549 tox -3%, pAkt inh inactive, TGFb SMAD3 inh 11%, MmCpn inh 0% and Abeta yeast res 4%.
Screening CCSc1nnc(NC(=O)/C=C/c2ccco2)s1 returned CCT chaperon mod -1.0, HepG2 viability 0%, Nrf2 block inconclusive, Nrf2 ARE act inconclusive, A549 tox 1%, pAkt inh inactive, TGFb SMAD3 inh -6%, MmCpn inh 1% and Abeta yeast res 10%.
For COc1ccc(CN2CCCC(CNC(=O)c3ccc(F)cc3)C2)c(F)c1 (stereo not given) the results were CCT chaperon mod -0.9, HepG2 viability -10%, Nrf2 block -5%, Nrf2 ARE act -2.2%, A549 tox 1%, pAkt inh inactive, TGFb SMAD3 inh 3%, MmCpn inh -3% and Abeta yeast res -3%.
Screening O=C(NCc1ccccc1Cl)C(=O)NCC(c1ccco1)S(=O)(=O)c1cccs1 (stereo not given) returned HepG2 viability -40%, Nrf2 ARE act 5.2%, A549 tox 0%, TGFb SMAD3 inh -25% and Abeta yeast res -3%.
`Cc1ccccc1-c1nc(CN2CCC(C(=O)NCc3cccs3)CC2)c(C)o1` gave CCT chaperon mod 0.5, HepG2 viability -22%, Nrf2 block 9%, Nrf2 ARE act -0.4%, A549 tox -1%, pAkt inh inactive, TGFb SMAD3 inh -2%, MmCpn inh 1% and Abeta yeast res 1%.
For OCCC1CN(Cc2cccc(-n3cccn3)c2)CCN1Cc1ccccc1 (stereo not given) the results were CCT chaperon mod 2.8, HepG2 viability -5%, Nrf2 block -11%, Nrf2 ARE act -0.1%, A549 tox -9%, pAkt inh inactive, TGFb SMAD3 inh 2%, MmCpn inh 2% and Abeta yeast res -3%.
Screening COc1ccc(N(CC(=O)NC2CCCCCCC2)S(=O)(=O)c2c(C)nn(C)c2C)cc1 returned CCT chaperon mod 1.7, HepG2 viability -3%, Nrf2 block 12%, Nrf2 ARE act -0.6%, A549 tox inconclusive, pAkt inh inactive, TGFb SMAD3 inh 4%, MmCpn inh -1% and Abeta yeast res -7%.
Screening Cc1cc(C)n(-c2nnc(Nc3cc(Cl)ccc3C)c3ccccc23)n1 returned HepG2 viability -1%, Nrf2 ARE act -0.3%, A549 tox 12%, TGFb SMAD3 inh -2% and Abeta yeast res 16%.

Source: PubChem
